PfHsp40 rescue: rescue of yeast from PfHsp40 toxicity, primary screen, S. cerevisiae, ATP luminescence; AID 504582, 2011; growth rescue, % at 12.5 µM; S. cerevisiae expressing PfHsp40, growth rescue; 340,000 compounds, 0.68% hits; in the data active means growth rescue above about 28%, passing the limit was not always enough; inconclusive means no clear call, values can overlap the other calls;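 further: yeast W303a lacking pdr1 and pdr3 grown in galactose medium; growth measured after three days at 30 °C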
Anthrax LF inh2: Bacillus anthracis LF protease inhibitors, primary screen, biochemical, multiplex microsphere, MLPCN library | AID 588501, 2011 | Lethal factor (Bacillus anthracis), P15917 | 360,000 compounds, 0.12% hits | inhibition, % at 10 µM | multiplex microsphere protease cleavage assay; further: plate controls were buffer without enzyme for full effect and enzyme alone for no effect
PrPC surface inh: inhibitors of human cell surface prion protein PrPC, primary screen, cell-based, TR-FRET. 370,000 compounds, 0.43% hits. Major prion protein (Homo sapiens), P04156. inhibition, % at 13.8 µM. TR-FRET read-out. AID 720596, 2013; in the data active means inhibition above about 24%; further: 0% = median of the test wells and 100% = reference compound wells
BoNT-F LC inh: BoNT/F light chain protease inhibitors, primary screen, biochemical, flow cytometry, MLPCN library; Multiplex microsphere protease cleavage assay; inhibition, % at 10 µM; 360,000 compounds, 0.22% hits; AID 588497, 2011; Botulinum neurotoxin type F light chain protease (Clostridium botulinum); in the data active means inhibition above about 35%, passing the limit was not always enough; inconclusive means no clear call, values can overlap the other calls; further: plate controls were buffer without enzyme for full effect and enzyme alone for no effect
CCHF vOTU inh: CCHFV vOTU protease inhibitors, primary screen, biochemical, Pep-AMC substrate, fluorescence; Crimean-Congo hemorrhagic fever virus L polyprotein viral ovarian tumor (vOTU) protease …; inhibition, % at 11.5 µM; 370,000 compounds, 0.55% hits; AID 651958, 2012; in the data active means inhibition above about 30%; further: 0% = vehicle wells with enzyme and 100% = no enzyme wells
Yp Topo-I inh: Yersinia pestis topoisomerase I inhibitors, primary screen, biochemical, cleavage product accumulation, plate reader, single point. activity, % at 10 µM. 360,000 compounds, 0.064% hits. Y. pestis Topo-I cleavage product accumulation; in the data active means activity above about 50%, passing the limit was not always enough; inconclusive means no clear call, values can overlap the other calls; further: inactives centre near 2
TcdB GH inh: TcdB glycohydrolase inhibitors, primary screen, biochemical, single point, plate reader. TcdB glycohydrolase enzymatic assay. Toxin B (Clostridioides difficile), P18177. AID 652162, 2013. inhibition, % at 9.99 µM. 350,000 compounds, 0.24% hits; in the data active means inhibition above about 10%
Target sequence (P18177 whole entry, looked up): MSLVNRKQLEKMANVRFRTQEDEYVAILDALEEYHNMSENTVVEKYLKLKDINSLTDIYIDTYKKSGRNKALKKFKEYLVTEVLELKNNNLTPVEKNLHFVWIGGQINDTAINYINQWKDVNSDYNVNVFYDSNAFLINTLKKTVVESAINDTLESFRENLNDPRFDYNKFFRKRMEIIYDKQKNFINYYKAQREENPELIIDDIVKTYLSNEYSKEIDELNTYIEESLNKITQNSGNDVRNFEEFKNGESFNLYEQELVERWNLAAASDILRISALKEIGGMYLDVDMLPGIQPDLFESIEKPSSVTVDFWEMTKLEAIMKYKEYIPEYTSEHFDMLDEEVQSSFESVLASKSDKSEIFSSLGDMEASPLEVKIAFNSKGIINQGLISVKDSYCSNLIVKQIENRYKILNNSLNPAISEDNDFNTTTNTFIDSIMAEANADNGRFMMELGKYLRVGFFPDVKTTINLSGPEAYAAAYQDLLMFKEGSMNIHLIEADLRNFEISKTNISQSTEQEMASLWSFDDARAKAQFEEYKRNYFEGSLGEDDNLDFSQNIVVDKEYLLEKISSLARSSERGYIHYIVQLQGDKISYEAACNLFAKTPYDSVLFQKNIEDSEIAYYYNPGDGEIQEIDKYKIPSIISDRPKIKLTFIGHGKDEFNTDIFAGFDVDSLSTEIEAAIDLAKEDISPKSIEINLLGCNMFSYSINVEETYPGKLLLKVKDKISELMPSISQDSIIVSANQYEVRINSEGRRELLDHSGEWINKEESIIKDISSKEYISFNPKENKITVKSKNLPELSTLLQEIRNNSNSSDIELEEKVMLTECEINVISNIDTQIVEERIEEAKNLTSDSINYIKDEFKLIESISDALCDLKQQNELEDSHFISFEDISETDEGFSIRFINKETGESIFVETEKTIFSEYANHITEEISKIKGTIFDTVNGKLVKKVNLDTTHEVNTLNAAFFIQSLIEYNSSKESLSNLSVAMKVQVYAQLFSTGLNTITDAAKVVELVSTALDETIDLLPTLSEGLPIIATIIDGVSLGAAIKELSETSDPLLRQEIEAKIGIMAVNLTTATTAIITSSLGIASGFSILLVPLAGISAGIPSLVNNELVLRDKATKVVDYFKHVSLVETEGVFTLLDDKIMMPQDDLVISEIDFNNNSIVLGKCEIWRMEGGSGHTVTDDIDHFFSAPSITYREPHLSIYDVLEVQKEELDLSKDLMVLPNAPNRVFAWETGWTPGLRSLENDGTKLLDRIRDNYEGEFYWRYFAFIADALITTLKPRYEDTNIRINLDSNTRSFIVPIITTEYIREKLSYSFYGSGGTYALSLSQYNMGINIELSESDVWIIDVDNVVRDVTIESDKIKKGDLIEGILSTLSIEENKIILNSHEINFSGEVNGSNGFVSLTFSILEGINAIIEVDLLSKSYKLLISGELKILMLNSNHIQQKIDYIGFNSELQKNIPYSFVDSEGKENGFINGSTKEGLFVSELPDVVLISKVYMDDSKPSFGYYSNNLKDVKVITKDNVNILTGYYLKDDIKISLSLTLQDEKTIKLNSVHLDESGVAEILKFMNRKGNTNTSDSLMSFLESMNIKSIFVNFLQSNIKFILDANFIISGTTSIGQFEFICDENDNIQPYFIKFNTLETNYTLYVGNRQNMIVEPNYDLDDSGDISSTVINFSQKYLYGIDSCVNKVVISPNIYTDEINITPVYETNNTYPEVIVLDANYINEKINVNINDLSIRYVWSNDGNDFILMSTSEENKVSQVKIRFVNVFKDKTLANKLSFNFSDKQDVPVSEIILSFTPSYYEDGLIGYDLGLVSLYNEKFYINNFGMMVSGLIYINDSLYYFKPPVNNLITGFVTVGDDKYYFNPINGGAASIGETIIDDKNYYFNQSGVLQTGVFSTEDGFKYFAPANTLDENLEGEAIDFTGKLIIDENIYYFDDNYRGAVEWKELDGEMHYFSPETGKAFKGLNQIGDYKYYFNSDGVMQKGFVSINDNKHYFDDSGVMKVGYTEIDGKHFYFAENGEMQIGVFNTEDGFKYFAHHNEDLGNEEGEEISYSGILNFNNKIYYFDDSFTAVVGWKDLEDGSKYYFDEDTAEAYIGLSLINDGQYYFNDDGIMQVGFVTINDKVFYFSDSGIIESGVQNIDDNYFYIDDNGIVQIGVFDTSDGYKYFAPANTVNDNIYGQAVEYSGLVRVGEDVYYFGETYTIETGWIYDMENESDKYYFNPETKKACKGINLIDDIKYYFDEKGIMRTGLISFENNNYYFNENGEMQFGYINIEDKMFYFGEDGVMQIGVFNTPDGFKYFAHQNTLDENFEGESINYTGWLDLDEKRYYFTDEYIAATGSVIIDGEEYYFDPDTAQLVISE
FadD28 binding: inhibitors of FadD28 bisubstrate probe binding, primary screen, biochemical, fluorescence polarization, single point; Mycobacterium tuberculosis FadD28 fatty-acid-AMP ligase; 360,000 compounds, 0.22% hits; AID 588549, 2011; inhibition, % at 12.5 µM; in the data active means inhibition above about 8.5%, passing the limit was not always enough; inconclusive means no clear call, values can overlap the other calls
BoNT-A LC inh2: BoNT/A light chain protease inhibitors, primary screen, biochemical, flow cytometry, MLPCN library; Botulinum neurotoxin type A light chain protease (Clostridium botulinum A str. ATCC 3502); multiplex microsphere protease substrate cleavage; inhibition, % at 10 µM; 360,000 compounds, 0.17% hits; AID 588499, 2011; further: plate controls were buffer without enzyme for full effect and enzyme alone for no effect
The depositor's hits bear a star; u = inconclusive; x = not tested or not shown; & = joins results of further samples. Unless noted, no stated cut-off is given here; in the data, active means inhibition above about 30%; inconclusive means no clear call, values can overlap the other calls; inactive means below that.

SMILES	PfHsp40 rescue	Anthrax LF inh2	PrPC surface inh	BoNT-F LC inh	CCHF vOTU inh	Yp Topo-I inh	TcdB GH inh	FadD28 binding	BoNT-A LC inh2
O=C(Nc1cccc(-n2cnnn2)c1)c1cc(Cl)nc(Cl)c1	0.0	-0.3	4.9	-0.3	-1.1	-2.8	2.0	-3.0	2.2
O=C(Cn1cnc2ccccc2c1=O)N1CCN(Cc2ccccc2)CC1	-0.5	1.9	-0.1	2.6	-16.7	5.2	x	-2.8	0.3
CN(CCc1ccccc1)C(=O)c1cc(COc2cccc(C(F)(F)F)c2)on1	-0.5	0.7	-6.5	3.3	30.0*	28.7	-0.2	-3.4	1.5
COc1ccc(OCC(=O)Nn2c(-c3ccc(OC)cc3)nc3ccccc3c2=O)cc1	0.8	0.0	-1.9	3.4	-7.2	0.3	1.2	-0.9	-0.2
O=S1c2ccccc2-c2ccccc21	x	2.8	5.7	-3.9	1.5	0.2	1.3	-1.9	-0.1
CN(C)Cc1c(O)ccc2c3c(c(=O)oc12)CCCCC3	-0.7	-5.3	4.5	8.4	-210.3	1.6	x	-0.6	-0.1
CCN(CC)c1nc(-c2ccccn2)nc(-c2ccccc2)c1C#N	71.4*	-10.4	3.1	-6.4	9.5	27.1	0.4	-2.8	-2.1
Cc1ccc(SCc2nc(-c3ccncc3)no2)cc1	0.7	-2.1	5.8	-7.9	2.0	16.6	x	-2.8	-0.2
CCn1nnnc1NCc1ccc(OCc2ccc(F)cc2Cl)c(OC)c1	-1.5	1.3	2.1	-1.6	-5.1	7.6	-0.9	-2.1	-0.4
O=C(CSc1nnc(NC(=O)c2c(F)cccc2F)s1)Nc1ccc(F)cc1	0.3	-4.7	9.2	-0.4	20.6	0.2	-1.8	0.0	-0.4
Nc1nnc(CC(=O)N/N=C/c2ccc(-c3ccc(F)cc3)o2)s1	x	u	-10.2	38.3*	7.1	-2.6	1.1	-3.6	3.5
COc1ccc(-c2cn3c(C)c(C(=O)NCc4ccc5c(c4)OCO5)sc3n2)cc1	0.2	-3.6	1.4	-4.3	-0.5	31.6	-0.4	-2.9	-0.5
COCCCNC(=O)CSc1nc2c(sc(=S)n2-c2cc(Cl)ccc2OC)c(=O)[nH]1	-1.5	1.1	-6.2	-18.1	8.5	1.8	-0.2	-12.0	-0.4
COc1ccc(/C=C2\Oc3cc(OC(=O)N4CCOCC4)ccc3C2=O)c(OC)c1	0.8	x	-4.2	x	-8.7	16.4	0.5	-1.7	x
COC(=O)[C@@]12CCCCN1[C@H](c1ccc(-c3ccc(OC)cc3)c(OC)c1)[C@@H]1C(=O)N(C)C(=O)[C@@H]12	4.2	-4.4	-1.4	-5.0	25.2	15.4	1.2	-0.1	-0.1
O=C(NC(=S)Nc1ccc(F)cc1)C1CCCCC1	5.0	0.6	2.6	-0.8	-0.2	6.9	1.1	-5.9	0.2
Cc1ccc(C(=O)N2CCN(c3ccccn3)CC2)cc1C	7.2	-7.5	2.2	-36.6	-2.8	9.6	-0.2	-0.9	-7.2
Cc1cc(C)c(-c2csc(NC(=O)CCCc3nc4ccccc4c(=O)[nH]3)n2)c(C)c1	2.5	x	19.8	x	10.8	2.9	0.6	-1.3	x
COc1cc(C(=O)N2CCN(C(=O)Cc3ccccc3)CC2)cc(OC)c1OC	-0.3	-3.7	-5.2	-30.7	3.8	3.0	x	-4.7	-1.4
CN(c1ccccc1)S(=O)(=O)c1ccc(C(=O)Nc2cccc(S(=O)(=O)N3CCOCC3)c2)cc1	x	-0.5	9.6	-4.4	-1.2	13.5	0.3	-4.0	0.0
COc1cc(OC)cc(C(=O)N2CCN(C(=O)c3cccnc3)CC2)c1	-0.1	-2.1	7.0	u	-0.8	2.3	0.8	-3.4	-2.3
O=C(CSc1n[nH]c(-c2cccnc2)n1)Nc1ccccc1[N+](=O)[O-]	-2.1	-5.0	-1.2	-2.1	3.4	0.7	0.1	-3.8	1.0
CC(=O)C1=C(N2CCCCC2)CCC1=O	-1.3	0.9	-4.6	-7.6	8.7	-7.5	x	-0.9	-0.5
O=C(COC(=O)C1CC(O)CN1S(=O)(=O)c1ccccc1[N+](=O)[O-])c1ccc[nH]1 (configuration not stated)	0.9	-4.3	0.9	-12.8	11.5	-6.2	1.6	-3.1	-3.2
O=C(Nc1ccc(NC(=O)c2cccs2)cc1)c1cccs1	0.6	-0.6	1.6	-3.3	9.6	-1.7	1.2	1.0	-0.2
CC(C)NC(=O)N(C)C[C@H]1Oc2cc(C#Cc3ccc(F)cc3)ccc2S(=O)(=O)N([C@H](C)CO)C[C@H]1C	x	-3.4	6.2	0.1	14.2	-10.8	-5.1&0.3&-0.4	0.6	0.3

For reference, 6 of the compounds above.
SMILES	PfHsp40 rescue	Anthrax LF inh2	PrPC surface inh	BoNT-F LC inh	CCHF vOTU inh	Yp Topo-I inh	TcdB GH inh	FadD28 binding	BoNT-A LC inh2
Cc1cc(C)c(-c2csc(NC(=O)CCCc3nc4ccccc4c(=O)[nH]3)n2)c(C)c1	2.5	x	19.8	x	10.8	2.9	0.6	-1.3	x
COc1cc(C(=O)N2CCN(C(=O)Cc3ccccc3)CC2)cc(OC)c1OC	-0.3	-3.7	-5.2	-30.7	3.8	3.0	x	-4.7	-1.4
CN(c1ccccc1)S(=O)(=O)c1ccc(C(=O)Nc2cccc(S(=O)(=O)N3CCOCC3)c2)cc1	x	-0.5	9.6	-4.4	-1.2	13.5	0.3	-4.0	0.0
COc1cc(OC)cc(C(=O)N2CCN(C(=O)c3cccnc3)CC2)c1	-0.1	-2.1	7.0	u	-0.8	2.3	0.8	-3.4	-2.3
O=C(CSc1n[nH]c(-c2cccnc2)n1)Nc1ccccc1[N+](=O)[O-]	-2.1	-5.0	-1.2	-2.1	3.4	0.7	0.1	-3.8	1.0
CC(=O)C1=C(N2CCCCC2)CCC1=O	-1.3	0.9	-4.6	-7.6	8.7	-7.5	x	-0.9	-0.5

2 entries from above, with two lines to a compound:
Results follow in this order: PfHsp40 rescue, Anthrax LF inh2, PrPC surface inh, BoNT-F LC inh, CCHF vOTU inh, Yp Topo-I inh, TcdB GH inh, FadD28 binding, BoNT-A LC inh2
O=C(COC(=O)C1CC(O)CN1S(=O)(=O)c1ccccc1[N+](=O)[O-])c1ccc[nH]1 (configuration not stated)
→ 0.9, -4.3, 0.9, -12.8, 11.5, -6.2, 1.6, -3.1, -3.2
CC(C)NC(=O)N(C)C[C@H]1Oc2cc(C#Cc3ccc(F)cc3)ccc2S(=O)(=O)N([C@H](C)CO)C[C@H]1C
→ x, -3.4, 6.2, 0.1, 14.2, -10.8, -5.1&0.3&-0.4, 0.6, 0.3

Assay outcomes as filed in PubChem BioAssay.
